# Bioassay records from PubChem.
# DENV2 CPE = inhibitors of DENV2 cytopathic effect. DENV2-infected cells, cytopathic effect rescue, plate reader. CPE inhibition, % at 9.99 µM. 1.7% of 350,000 active; in the data active = CPE inhibition above about 20%, passing the limit was not always enough; inconclusive = no clear call, values can overlap the other calls; tested in BHK-21 cells;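 note: 0% = median of neutral control wells and 100% = median of positive control wells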
# miR-122 sensor = inhibitors of miR-122 in Huh7 cells; 0.3% of 340,000 active; AID 602342; Huh7 miR-122 Renilla luciferase sensor, 48 h; neutral wells = 0, positive control = 100; activation (reporter increase), % at 12.5 µM;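 active = mean replicate activation score at least 90 and every replicate individually at or above 90; inconclusive = only one of the two criteria met; inactive = neither criterion met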;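 note: higher luciferase means less miR-122 activity so hits act as miR-122 inhibitors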
# CASP6 VEID inh = inhibitors of human caspase-6. P55212. AID 686996. 0.53% of 350,000 active. inhibition, % at 12.5 µM. purified caspase-6, Z-VEID-R110 cleavage fluorescence;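 active = mean inhibition across replicates at least about 35%, with every replicate also reaching that limit, limit read from the data; inconclusive = only one of the two criteria met; inactive = neither criterion met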;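 note: 0% = median of neutral control wells and 100% = no fluorescence left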
# SIRT5 inh = blocks human SIRT5 desuccinylation of peptide; Purified SirT5, succinyl-peptide AMC, trypsin-coupled fluorescence; inhibition, % at 15 µM; 1.1% of 330,000 active; in the data active = inhibition above about 15%; inconclusive = no clear call, values can overlap the other calls
# ERAP1 HTS inh = blocks human ERAP1 aminopeptidase activity | Q9NZ08 | recombinant ERAP1, Leu-AMC fluorescence, 60 min | inhibition, % at 10.7 µM | 0.15% of 340,000 active;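 active = mean replicate inhibition of at least 30%, or all replicates individually reaching that 30% level; inactive = mean below 30% and not every replicate reaching it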;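 note: 0% = neutral control wells and 100% = L-leucinethiol positive control wells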
# Target sequence (Q9NZ08 whole entry, looked up): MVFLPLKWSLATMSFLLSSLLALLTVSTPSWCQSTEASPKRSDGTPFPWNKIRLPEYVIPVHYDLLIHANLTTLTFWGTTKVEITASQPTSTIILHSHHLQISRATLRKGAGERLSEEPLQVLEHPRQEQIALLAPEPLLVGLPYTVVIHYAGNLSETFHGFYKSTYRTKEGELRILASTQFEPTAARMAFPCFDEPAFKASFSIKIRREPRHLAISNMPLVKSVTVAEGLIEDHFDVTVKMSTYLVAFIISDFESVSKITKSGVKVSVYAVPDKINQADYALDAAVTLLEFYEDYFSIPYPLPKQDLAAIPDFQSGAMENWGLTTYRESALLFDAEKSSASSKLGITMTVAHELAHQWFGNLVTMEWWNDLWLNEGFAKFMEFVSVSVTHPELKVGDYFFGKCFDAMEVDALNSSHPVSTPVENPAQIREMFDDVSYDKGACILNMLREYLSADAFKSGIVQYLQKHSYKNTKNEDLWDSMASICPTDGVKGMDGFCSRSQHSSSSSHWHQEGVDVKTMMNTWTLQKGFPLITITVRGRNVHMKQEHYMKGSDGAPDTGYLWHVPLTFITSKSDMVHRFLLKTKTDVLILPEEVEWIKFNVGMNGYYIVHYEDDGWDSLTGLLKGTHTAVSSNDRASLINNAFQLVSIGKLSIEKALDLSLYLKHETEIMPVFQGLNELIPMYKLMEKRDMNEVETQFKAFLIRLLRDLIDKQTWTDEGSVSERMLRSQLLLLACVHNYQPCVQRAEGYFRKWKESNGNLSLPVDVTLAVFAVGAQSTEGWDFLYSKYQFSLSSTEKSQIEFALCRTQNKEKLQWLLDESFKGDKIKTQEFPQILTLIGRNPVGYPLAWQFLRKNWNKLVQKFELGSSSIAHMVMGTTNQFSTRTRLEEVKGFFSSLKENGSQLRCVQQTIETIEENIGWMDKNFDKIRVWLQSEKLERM
# F508del corr = CFTR F508del correction in bronchial cells; CFBE cells, YFP halide quenching; stimulated with forskolin plus potentiator P3; % fluorescence drop versus neutral controls; 0.36% of 350,000 active; activity (quench increase), % at 7.58 µM;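 active = mean added fluorescence quench of at least 8% versus neutral control, with both replicates also reaching 8%; inconclusive = only one of the mean or replicate conditions met; inactive = mean below 8% and not both replicates reaching 8%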;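 note: cells transiently co-express mutant CFTR-F508del with the halide-sensitive YFP; corrector assay measuring rescue of mutant channel to the surface after 24 h compound exposure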
# ERp5 block = inhibitors of human ERp5; inhibition, % at 9.99 µM; Q15084; 0.05% of 350,000 active; ERp5 insulin aggregation, absorbance 650 nm, 90 min;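 active = mean replicate inhibition above about 25%, with every replicate also reaching it, limit read from the data, passing the limit was not always enough; inconclusive = only one of those two criteria met; inactive = neither criterion met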
# An asterisk follows results filed as active; ? = inconclusive; / = not tested or not shown; & = joins results of further samples; ! = repeats disagree; [ ] = dose if it differs, or a comment. An unsorted share of the library; any-hit rate near 4%.
# Start of the listing, in advance, 9 compounds:
DENV2 CPE	miR-122 sensor	CASP6 VEID inh	SIRT5 inh	ERAP1 HTS inh	F508del corr	ERp5 block	SMILES
-2	-2	0	-1	10	3.3	2	O=C(Cc1ccc(NC(=O)C2CCN(C(=O)c3ccccc3)CC2)cc1)Nc1cccc(C(=O)N2CCCC2)c1
8	-35[16.7 µM]	0	2	1	1.0	9	O=C(Nc1ccc(F)cc1)N1CCCCN2[C@H](CO)[C@H](c3ccc(C#Cc4ccccc4)cc3)[C@H]2C1
-5	/	-1	-4	2	/	3	COc1ccc(NC(=O)/C=C/c2ccccc2)c([N+](=O)[O-])c1
-1	/	1	-5	0	2.3	2	N#Cc1c(F)cccc1N1CCN(Cc2ccc3c(c2)OCO3)CC1
25*	/	-1	0	1	-3.4	5	COc1ccccc1-c1ccc([C@H]2[C@@H](CO)N[C@@H]2CNC(=O)C2CCCC2)cc1
0	-4	-2	-3	4	-2.9	0	COc1cccc(C(=O)OCC(=O)c2ccc(S(=O)(=O)N3CCCCC3)cc2)c1OC
5	-2	3	-8	-2	1.3	8	CC(=O)N1CCC(N(CCN2CCOCC2)C(=S)Nc2ccc(C)cc2)CC1
2	-3	3	-4	10	/	3	Cc1cc(C)n2nc(SCC(=O)NC(=O)NCc3ccco3)nc2n1
19	/	0	3	-3	-5.2	-1	Cn1cc(CN(Cc2ccccc2)C[C@@H]2CCC(=O)N2)c(-c2ccccc2F)n1

# The list itself, from the first entry:
DENV2 CPE	miR-122 sensor	CASP6 VEID inh	SIRT5 inh	ERAP1 HTS inh	F508del corr	ERp5 block	SMILES
-2	-2	0	-1	10	3.3	2	O=C(Cc1ccc(NC(=O)C2CCN(C(=O)c3ccccc3)CC2)cc1)Nc1cccc(C(=O)N2CCCC2)c1
8	-35[16.7 µM]	0	2	1	1.0	9	O=C(Nc1ccc(F)cc1)N1CCCCN2[C@H](CO)[C@H](c3ccc(C#Cc4ccccc4)cc3)[C@H]2C1
-5	/	-1	-4	2	/	3	COc1ccc(NC(=O)/C=C/c2ccccc2)c([N+](=O)[O-])c1
-1	/	1	-5	0	2.3	2	N#Cc1c(F)cccc1N1CCN(Cc2ccc3c(c2)OCO3)CC1
25*	/	-1	0	1	-3.4	5	COc1ccccc1-c1ccc([C@H]2[C@@H](CO)N[C@@H]2CNC(=O)C2CCCC2)cc1
0	-4	-2	-3	4	-2.9	0	COc1cccc(C(=O)OCC(=O)c2ccc(S(=O)(=O)N3CCCCC3)cc2)c1OC
5	-2	3	-8	-2	1.3	8	CC(=O)N1CCC(N(CCN2CCOCC2)C(=S)Nc2ccc(C)cc2)CC1
2	-3	3	-4	10	/	3	Cc1cc(C)n2nc(SCC(=O)NC(=O)NCc3ccco3)nc2n1
19	/	0	3	-3	-5.2	-1	Cn1cc(CN(Cc2ccccc2)C[C@@H]2CCC(=O)N2)c(-c2ccccc2F)n1
-2	/	-2	-1	-1	-1.5	/	Cc1nnsc1-c1onc(C)c1C(=O)O/N=C/c1ccc(Cl)cc1

# (further entries)
DENV2 CPE	miR-122 sensor	CASP6 VEID inh	SIRT5 inh	ERAP1 HTS inh	F508del corr	ERp5 block	SMILES
0	/	1	2	0	5.2	-2	CC(=O)OCC(=O)C1(O)CCC2C3CC(C)C4=CC(=O)C=CC4(C)C3=CCC21C (stereo not given)
?	6[16.7 µM]	0	6	-1	0.8&3.1	5&-2	C[C@H]1CN([C@@H](C)CO)C(=O)c2cccc(NC(=O)Nc3ccc(C(F)(F)F)cc3)c2O[C@@H]1CN(C)S(=O)(=O)c1ccc(Cl)cc1
10	17	6	-9	2	-0.7	6	COc1ccccc1/C=C(/NC(=O)c1ccccc1)C(=O)NCCCn1ccnc1
3	/	-5	-3	-2	2.1	3	CCn1c(=O)c2sccc2n(Cc2ccc(C)cc2)c1=O
17	-3	-1	/	-2	-2.8	1	CC12C(=O)N(c3ccccn3)C(=O)C1C1C=CC2C1 (stereo not given)
?	/	1	-2	1	-1.9	0	CCOC(=O)C1=C(COC(=O)CNC(=O)c2ccc(C)cc2)NC(=O)NC1C (stereo not given)
0	0	-3	/	0	-4.2	6	CCOc1ccccc1OCCC(=O)Nc1ccc2c(c1)OCO2
/	-17	0	0	0	/	-2	Cc1ccc(-c2csc(SCC(=O)Nc3cc(C)on3)n2)cc1
-5	12[16.7 µM]	-4	-3	4	0.6	-2	CC(=O)N(C)C[C@@H]1Oc2cc(-c3ccc(C#N)cc3)ccc2S(=O)(=O)N([C@@H](C)CO)C[C@@H]1C
-2	21	-8	-11	-1	-1.5	0	O=C(Nc1ccc(OCc2ccccc2)cc1)Nc1cccnc1

# Next structures
DENV2 CPE	miR-122 sensor	CASP6 VEID inh	SIRT5 inh	ERAP1 HTS inh	F508del corr	ERp5 block	SMILES
-1	-4	-1	-4	/	2.0	1	COc1ccc(N2CC(C)Cn3c2nc2c3c(=O)n(Cc3ccccc3)c(=O)n2C)c(OC)c1 (stereo not given)
4	/	-2	13	4	-0.6	-2	COc1ccc(N2CC(C(=O)NCCN3C(=O)S/C(=C\c4cccnc4)C3=O)CC2=O)c(OC)c1 (stereo not given)
1	/	0	2	1	3.8	3	COc1ccccc1C(=O)NC(=S)Nc1ccc(N2CCOCC2)c(Cl)c1
?	-4	-2&2	-4&0	11&-9	-4.4&-0.5&0.6	10&1	C[C@H]1CN([C@@H](C)CO)C(=O)c2cc(C#Cc3ccccn3)cnc2O[C@@H]1CN(C)Cc1ccccc1
5	5	-2	0	0	-2.3	10	O=C(COC(=O)c1ccc(OC(F)(F)F)cc1)NCCN1C(=O)CSC1=O
-12	-9	1	/	0	-1.1	2	O=Cc1ccc(F)c([B-](F)(F)F)c1
0	/	0	/	0	2.8	2	COc1ccccc1CCn1cnc(-c2cccc(Br)c2)c1C(C)C
-8	-6	5	11	-2	-0.8	-1	NC(CO)c1csc(Nc2ccc(C(=O)c3ccccc3)cc2)n1 (stereo not given)
/	3	3	2	2	/	0	COc1cc(C2NC(=O)NC(c3ccccc3)=C2C(C)=O)ccc1OCC#N (stereo not given)
10	0	3	0	-6	-2.0	4	O=S(=O)(Nc1cccnc1)c1ccc(F)cc1

# Going on with the list:
DENV2 CPE	miR-122 sensor	CASP6 VEID inh	SIRT5 inh	ERAP1 HTS inh	F508del corr	ERp5 block	SMILES
1&-6&8	1	1&0&-2	20*!	-4&1&3	2.9&1.0&1.2	-3&3&5	CCCNC(=O)N(C)C[C@@H]1Oc2ncc(Br)cc2C(=O)N([C@H](C)CO)C[C@@H]1C
8	7[16.7 µM]	0	1	-1	0.6	9	C[C@@H]1CN([C@H](C)CO)S(=O)(=O)c2ccc(C3=CCCC3)cc2O[C@H]1CN(C)Cc1ccncc1
6	-4	29	-3	0	-3.7	2	COc1ccc(C2=NN(C(=O)COC(=O)c3ccc(S(C)(=O)=O)c([N+](=O)[O-])c3)C(c3ccco3)C2)cc1 (stereo not given)
0	/	1	5	-2	1.1	3	CCOC(=O)c1c(NC(=O)CSc2ccccc2C(=O)O)sc(C)c1C
5	-4[16.7 µM]	/	1	1	-1.4	0	C[C@@H]1CN([C@@H](C)CO)C(=O)c2cccc(NC(=O)Nc3ccccc3)c2O[C@@H]1CN(C)Cc1ccc(-c2ccccc2)cc1
7	-1	-4	1	5	0.8	1	C=CCN1c2ccccc2[C@]23C[C@@H](C(=O)OC)N(C(=O)CC(C)C)C2=NC(C(=O)OC)=C(C(=O)OC)[C@H]13
2	-5[16.7 µM]	5	-2	-2	1.7	-3	C[C@H](CO)N1C[C@H](C)[C@@H](CN(C)C(=O)CC2CC2)Oc2ncc(C#CC3(O)CCCC3)cc2C1=O
-4	/	/	/	0	-2.0	4	COc1ccc2c3c([nH]c2c1)[C@H](CO)N(C(=O)Nc1ccccc1F)CC31CCN(C(C)=O)CC1
3	3	-5	-2	-3	4.5	4	Cn1ncc2c(Sc3ccc(Cl)cc3)ncnc21
-5	-1	2	-1	1	2.4	-11	S=C(Nc1nc2c(s1)CCCC2)NC1CC1

# Arranged by SMILES length (ascending): 3 of the compounds above
DENV2 CPE	miR-122 sensor	CASP6 VEID inh	SIRT5 inh	ERAP1 HTS inh	F508del corr	ERp5 block	SMILES
1&-6&8	1	1&0&-2	20*!	-4&1&3	2.9&1.0&1.2	-3&3&5	CCCNC(=O)N(C)C[C@@H]1Oc2ncc(Br)cc2C(=O)N([C@H](C)CO)C[C@@H]1C
-4	/	/	/	0	-2.0	4	COc1ccc2c3c([nH]c2c1)[C@H](CO)N(C(=O)Nc1ccccc1F)CC31CCN(C(C)=O)CC1
5	-4[16.7 µM]	/	1	1	-1.4	0	C[C@@H]1CN([C@@H](C)CO)C(=O)c2cccc(NC(=O)Nc3ccccc3)c2O[C@@H]1CN(C)Cc1ccc(-c2ccccc2)cc1

# Later entries:
DENV2 CPE	miR-122 sensor	CASP6 VEID inh	SIRT5 inh	ERAP1 HTS inh	F508del corr	ERp5 block	SMILES
18	/	1	1	1	-0.5	-2	COCC(=O)N1[C@H](CO)[C@@H](c2ccccc2)C12CN(C(=O)Nc1ccccc1F)C2
1	0	-3	2	2	2.2	2	O=C(N/N=C/c1ccc(Br)s1)c1ccc([N+](=O)[O-])cc1
-4	/	5	-4	-1	-3.9	-8	CC1CC(C)CN(C(=O)C2CCN(C(=O)Nc3ccccc3)CC2)C1 (stereo not given)
6	0	-6	-5	0	0.2	-3	COc1ccccc1C(=O)Nc1ccnn1C1CCN(CCC(C)c2ccc(C)o2)CC1 (stereo not given)
1	45[16.7 µM]	2	20*	-1	1.4	3	C[C@@H]1CN([C@H](C)CO)C(=O)c2cccc(NC(=O)c3nc4ccccc4s3)c2O[C@H]1CN(C)Cc1ccc(C(F)(F)F)cc1
3	-3	0	-1	0	1.2	-8	CC(C)NC(=O)CSc1nc(Cc2ccccc2)nc2ccccc12
15	-6	0	0	1	0.9	-7	COc1ccc(C2C(C(=O)N3CCN(C)CC3)c3cc(OC)c(OC)cc3C(=O)N2C)cc1 (stereo not given)
1	29[16.7 µM]	/	-2	/	1.6	6	COc1ccc(CN2[C@@H](CO)[C@@H]3c4ccccc4N(C(=O)Nc4ccc(F)cc4)C[C@@H]32)cc1
5	-15	-2	1	2	-3.0	4	CCCOc1ccc(-c2c(C(=O)N/N=C/c3ccc(C)o3)nnn2-c2nonc2N)cc1
/	1	0	/	0	/	-9	O=C(COc1cccc2ccccc12)NNC(=O)Nc1ccccc1

# Next part
DENV2 CPE	miR-122 sensor	CASP6 VEID inh	SIRT5 inh	ERAP1 HTS inh	F508del corr	ERp5 block	SMILES
-2	/	-47	-1	5	-1.6	1	CN(C)C(=O)CCc1ccc2c3c([nH]c2c1)[C@]1(C)[C@@H](C(=O)N2CCOCC2)C[C@H](CC(=O)NCCN2CCOCC2)C(=O)N1CC3
-4	-1[16.7 µM]	0	-14	-2	-0.3	5	CC=Cc1ccc2n(c1=O)C[C@@H]1[C@@H](CO)[C@H](C(=O)NCCC)[C@H]2N1C(=O)C1CC1 (mixture of isomers)
10	-3	-6	2	-2	-1.2	-1	CCOC(=O)C1CCCN(Cc2ccc(OC)c(OCc3ccccc3)c2)C1 (stereo not given)
-4	2[16.7 µM]	2	-2	0	1.4	0	C[C@H]1CCCCO[C@H](CN(C)C(=O)NC2CCCCC2)[C@@H](C)CN([C@@H](C)CO)C(=O)c2cc(NC(=O)Cc3ccccc3)ccc2O1
-4	/	-1	-4	1	2.3	-9	O=C(Nc1nccs1)C1(c2ccc(Cl)cc2)CC1
7&-5	/	-6&-25	-3&-3	-3&0	0.4&-2.9	-2&0	CN(C)C(=O)c1cccc(-c2ccc(C3[C@H]4CNC[C@@H]3N4Cc3ccccn3)cc2)c1 (stereo not given in full)
/	-2	/	0	-2	5.5	-1	O=C(CN1CCCCCCC1)Nc1cccc(Cl)c1Cl
1	/	-1	0	-5	-0.6	-1	COc1cc(OC)c(NC(=O)Cc2cccs2)cc1Cl
13	11[16.7 µM]	-4	-3	1	1.7	-1	CN(C)CC(=O)N1CCCCN2[C@H](C1)[C@@H](c1ccc(-c3cccc(C(=O)N(C)C)c3)cc1)[C@@H]2CO
-5	/	2	0	0	2.3	5	CO[C@@H]1CN(C)C(=O)c2cc(NC(=O)C3CCC3)ccc2OC[C@H](C)N(CC2CCCCC2)C[C@@H]1C
57*	3	1	-2	2	-2.4	-1	CCOc1ccccc1C1C(C(=O)Nc2ccccc2OC)=C(C)Nc2nc(CCCO)nn21 (stereo not given)
